Source: PubChem
AddAB inh: growth inhibition of E. coli expressing H. pylori AddAB, primary screen, AddAB inhibitor project, absorbance | inhibition, % at 11.9 µM | hit rate 0.29% among 330,000; in the data active = inhibition above about 12%;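 note: 0% = vehicle wells of infected cells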
phage Ecoli inh: growth loss of phage-infected E. coli, primary screen, RecBCD inhibitor project, absorbance, with phage, HTS; inhibition, % at 11.9 µM; hit rate 0.26% among 360,000; AID 651602, 2012; in the data active = inhibition above about 11%
HTR5A inv ag: HTR5A inverse agonists in luminescence cell assay, primary screen, counter-screen for OPRM1-OPRD1 heterodimer inverse agonist project, full-deck HTS; AID 504634, 2011; HTR5A cell line, inverse agonism; hit rate 0.083% among 340,000; inhibition, % at 9.3 µM; in the data active = inhibition mostly above about 23%, no sharp cut-off; inactive = mostly below about 18%;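 note: 0% = cells with DMSO and 100% = no-cell wells with DMSO; some compounds called inactive have numbers as strong as hits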
SUMO Mot1 rescue: yeast Mot1-301 growth rescue at high temperature, primary screen, SUMOylation pathway inhibitor project, S. cerevisiae, ATP luminescence, 38.5C; S. cerevisiae Mot1-301 growth rescue; percent above DMSO median, 100 means doubled; growth rescue, % at 18.8 µM; hit rate 1% among 320,000; AID 2716, 2010;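 active = every valid replicate shows activation above 250% relative to neutral control wells; inactive = the rest, any valid replicate at or below 250%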;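 note: OY570 slx delta 5 strain wells were the positive control but not used for scaling; some compounds called inactive have numbers as strong as hits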
PKA-R1A act: activators of PKA-R1A holoenzyme, primary screen, biochemical, fluorescence polarization, Cy5-IP20, bovine R1A, mouse PKAc. cAMP-dependent protein kinase type I-alpha regulatory subunit (Bos taurus) + …. hit rate 0.083% among 340,000. activation, % at 11.4 µM. PKA-R1A dissociation; scaled: DMSO 0%, 113 µM cGMP 100%. AID 504707, 2011;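 active = percent activation above the mean of all tested compounds plus 3 SD, cut at about 19% in these data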;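 note: higher means more PKAc released from R1A so a rise in polarization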
HTR5A ag ctr: HTR5A agonists in luminescence cell assay, primary screen, counter-screen for OPRM1-OPRD1 heterodimer agonist project, full-deck HTS | AID 504692, 2011 | cell-based | 5-hydroxytryptamine receptor 5A (Homo sapiens), P47898 | hit rate 0.61% among 340,000 | activation, % at 9.3 µM; in the data active = activation mostly above about 9.5%, no sharp cut-off; inactive = mostly below about 7.6%;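 note: 0% = cells with vehicle only and 100% = reference agonist; strong numbers were not always called active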
PfHsp90 set2: growth inhibition of PfHsp90-expressing yeast, primary screen, antimalarial PfHsp90 inhibitor project, S. cerevisiae, BacTiter-Glo luminescence, single point, set 2; BacTiter-Glo ATP, 48 h; yeast lacking PDR1 and PDR3 efflux regulators; inhibition, % at 9.4 µM; hit rate 0.32% among 310,000; AID 504621, 2011;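 active = every replicate shows inhibition above about 80%, whatever the replicate mean, limit read from the data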;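 note: 0% = DMSO neutral controls and 100% = 20 µM radicicol positive controls; yeast relying on Plasmodium falciparum Hsp90 in place of its own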
E coli growth: E. coli V3065 growth inhibition, primary screen, counter-screen for AddAB inhibitor project, absorbance, OD600; 18 h; hit rate 0.27% among 330,000; AID 449728, 2010; inhibition, % at 11.9 µM;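 active = inhibition above the campaign's mean inhibition across all tested compounds plus 3 SD, cut at about 9.9% in these data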;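 note: uninfected addAB+ strain grown without phage in ampicillin broth; 0% = DMSO wells and 100% = ciprofloxacin 0.95 µg/ml wells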
OPRM1-OPRD1 inv: inverse agonists of MOR-DOR heterodimerization, primary screen, cell-based, luminescence | cell-based MOR-DOR heterodimer luminescence, inverse agonism | hit rate 0.21% among 340,000 | inhibition, % at 9.3 µM | AID 504357, 2011; in the data active = inhibition above about 22%, passing the limit was not always enough;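 note: 0% = cells with DMSO and 100% = wells without cells with DMSO; values of inactives mirror those of a sister screen read the other way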
Target sequence (P35372 whole entry, looked up): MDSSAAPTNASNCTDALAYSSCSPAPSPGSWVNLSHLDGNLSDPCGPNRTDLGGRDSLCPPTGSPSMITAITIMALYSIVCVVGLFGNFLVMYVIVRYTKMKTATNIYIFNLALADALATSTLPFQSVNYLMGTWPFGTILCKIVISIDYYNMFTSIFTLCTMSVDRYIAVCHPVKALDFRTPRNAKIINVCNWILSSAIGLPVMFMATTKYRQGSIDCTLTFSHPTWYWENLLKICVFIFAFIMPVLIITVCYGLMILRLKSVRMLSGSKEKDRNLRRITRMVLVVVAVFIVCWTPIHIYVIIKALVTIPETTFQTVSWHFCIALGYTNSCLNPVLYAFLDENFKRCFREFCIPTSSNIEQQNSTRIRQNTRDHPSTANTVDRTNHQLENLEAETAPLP
Target sequence (P41143 whole entry, looked up): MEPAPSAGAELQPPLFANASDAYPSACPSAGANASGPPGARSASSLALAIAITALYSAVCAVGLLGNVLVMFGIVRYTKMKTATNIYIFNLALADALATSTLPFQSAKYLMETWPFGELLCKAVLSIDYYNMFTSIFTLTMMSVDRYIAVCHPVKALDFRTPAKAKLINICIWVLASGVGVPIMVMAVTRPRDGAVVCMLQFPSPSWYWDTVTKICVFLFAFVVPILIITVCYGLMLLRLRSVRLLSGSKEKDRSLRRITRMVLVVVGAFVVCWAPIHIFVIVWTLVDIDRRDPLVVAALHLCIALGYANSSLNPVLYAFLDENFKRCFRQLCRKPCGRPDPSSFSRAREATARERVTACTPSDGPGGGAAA
MOR-DOR ag: agonists of OPRM1-OPRD1 heterodimerization, primary screen, cell-based, luminescence. Mu-type opioid receptor (Homo sapiens) + Delta-type opioid receptor (Homo sapiens), …. cells. activation, % at 9.3 µM. hit rate 0.3% among 340,000. AID 504326, 2011; in the data active = activation above about 18%;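 note: 0% = vehicle-treated cells and 100% = reference agonist; values of inactives mirror those of a sister screen read the other way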
DSG3 Ab inh: inhibitors of pemphigus antibody binding to DSG3, primary screen, biochemical, bead-based, flow cytometry, scFv-GFP | DSG3-coupled beads, scFv-anti-DSG3-GFP binding; stronger effect = lower value | binding (percent of control), % at 10 µM | hit rate 0.48% among 310,000 | AID 588358, 2011 | Desmoglein-3 (Homo sapiens), P32926;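 active = binding more than 3 SD below its plate's average and above zero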; note: some compounds called inactive have numbers as strong as hits
* hit, by the source's call; · = no result given.

(1) COc1cccc(COC(=O)c2c(C)nn(-c3ccccc3)c2Cl)c1OC
(2) Cc1cc(C(=O)COC(=O)c2ccc3c(c2)OCO3)c(C)n1Cc1cccs1
(3) CCN1CCN(Cc2ccc(NC(=O)c3ccc(C)c(NC(=O)c4csc(-c5ccncc5)n4)c3)cc2C(F)(F)F)CC1
(4) Cn1cc(C(=O)c2ccc(Cl)cc2Cl)cc1C=O
(5) CC1(C)CC(=O)C(C(C#Cc2ccccc2)C2=C(O)CC(C)(C)CC2=O)=C(O)C1
(6) COc1ccc(NC(=O)CN(C)S(=O)(=O)c2ccc(Cl)cc2)cn1
(7) CC(CCc1ccccc1)NC(=O)c1ccncc1 (stereo not given)
(8) CN(CCC1CCCCO1)C(=O)CCc1nnc(C2CCCCC2)o1 (stereo not given)

screen / no.	1	2	3	4	5	6	7	8
AddAB inh	0.3	2.8	1.9	-1.2	0.1	1.1	-1.1	1.6
phage Ecoli inh	2.5	2.7	1.8	3.6	-1.1	0.5	1.6	0.1
HTR5A inv ag	21	-7	6	0	17	0	-1	-6
SUMO Mot1 rescue	-37	·	92	-17	-1	·	68	·
PKA-R1A act	-6	-13	2	-4	-2	6	5	0
HTR5A ag ctr	-2	0	-3	0	9	0	0	0
PfHsp90 set2	-21	-4	-48	-7	-24	4	·	-3
E coli growth	-1.8	1.7	-1.2	-0.9	0.6	1.0	-2.1	-0.2
OPRM1-OPRD1 inv	-31	7	-9	5	9	-6	9	12
MOR-DOR ag	6.0	-1.3	1.6	-0.9	-1.6	1.5	-1.6	-2.4
DSG3 Ab inh	103	102	110	106	116	114	·	100

(9) CCOc1ccccc1C(=O)n1nc(C)cc1C
(10) CC1=NN(C(=O)CCCc2ccccc2)C(O)(C(F)(F)F)C1 (stereo not given)
(11) CCCCc1nc2cc(C(=O)N3CCC(O)CC3)ccc2o1
(12) CCOc1ccc(N(CC)C(=O)COc2cc(=O)n(CC)c3ccccc23)cc1
(13) COc1ccc(C2C(C(C)=O)=C(C)Nc3ncnn32)c(OC)c1OC (stereo not given)
(14) CC(C)OCCCNC(=S)Nc1ccc(S(N)(=O)=O)cc1
(15) CCSc1nsc(NC(=O)Nc2ccccc2Cl)n1
(16) Cc1ccc(C)c(Cn2nnc3c(=O)[nH]c(C4CCN(C(=O)c5cccs5)CC4)nc32)c1

screen / no.	9	10	11	12	13	14	15	16
AddAB inh	-0.9	2.9	·	3.0	-0.7	1.4	·	0.8
phage Ecoli inh	-0.2	0.5	1.0	0.5	2.5	5.0	5.1	2.9
HTR5A inv ag	4	3	8	5	9	16	-18	-9
SUMO Mot1 rescue	·	61	·	-19	-17	·	·	-6
PKA-R1A act	-14	-6	-14	1	-12	0	-3	4
HTR5A ag ctr	-4	-1	3	1	-3	-1	5	0
PfHsp90 set2	9	-10	-21	·	-56	26	-11	1
E coli growth	-1.8	0.9	·	2.6	-1.4	1.2	·	-3.5
OPRM1-OPRD1 inv	5	4	15	15	0	4	-35	4
MOR-DOR ag	-1.0	-0.9	-2.9	-2.5	-0.1	-0.6	7.2	-0.6
DSG3 Ab inh	101	97	102	106	104	126	98	101

(17) Cc1cc(C)nc(SCc2ccc(F)cc2)n1
(18) CN(C(=O)CN1C(=O)S/C(=C\c2ccccc2F)C1=O)C1CCS(=O)(=O)C1 (stereo not given)
(19) O=C(Nc1c(C(=O)N2CCOCC2)oc2ccccc12)c1cccc([N+](=O)[O-])c1
(20) Cc1[nH]c2ccccc2c1C(=O)CSc1ccccc1
(21) O=C(CN1CCC(c2nc3ccccc3s2)CC1)NCc1cccs1
(22) NC(=O)c1cccc(CC(=O)c2ccccc2)c1
(23) O=C(N/N=C/C(Br)=C\c1ccccc1)c1ccco1
(24) COc1cc(C2C(C#N)=C(N)OC3=C2C(=O)CCC3)ccc1OC(=O)N1CCOCC1 (stereo not given)

screen / no.	17	18	19	20	21	22	23	24
AddAB inh	-1.7	0.3	4.7	4.0	1.0	-1.2	6.0	0.8
phage Ecoli inh	0.5	0.6	0.9	5.7	2.7	3.6	4.6	-0.7
HTR5A inv ag	-4	6	-12	-20	14	-7	·	6
SUMO Mot1 rescue	-14	-1	259	-22	29	-12	182	51
PKA-R1A act	-6	-3	-8	-11	-6	-1	·	-3
HTR5A ag ctr	-4	6	4	4	2	6	·	-2
PfHsp90 set2	·	30	10	-12	19	19	13	-14
E coli growth	0.1	-0.2	-1.4	1.2	1.4	-0.5	0.7	-1.2
OPRM1-OPRD1 inv	-2	12	16	-8	-16	10	·	13
MOR-DOR ag	0.5	-2.1	-3.1	1.8	3.0	-1.9	·	-2.3
DSG3 Ab inh	126	·	103	106	99	114	90	107

(25) Cc1ccc(S(=O)(=O)NCc2cccnc2)cc1C(=O)NC1CCCCC1
(26) CCC(C)NC(=O)NC1C(NC(=O)NC(C)CC)N(C)C(=O)N1C (stereo not given)
(27) O=C(Cn1ncc2c3ccccc3n(Cc3ccccc3F)c2c1=O)NCCCN1CCCC1=O
(28) CCN(CC)S(=O)(=O)c1cccc(NC(=O)CCNC(=O)c2ccccc2Cl)c1
(29) CCc1ccccc1NC(=O)N1CCCc2ccccc21
(30) Cc1cccn2c(=O)c3cc(C(=O)NCc4ccco4)c(=N)n(C(C)C)c3nc12
(31) O=C(Nc1nn[nH]n1)c1ccc(S(=O)(=O)N2CCCCC2)cc1
(32) C=CCn1c(NC(C)c2cc(Cl)ccc2O)nc2ccccc21 (stereo not given)

screen / no.	25	26	27	28	29	30	31	32
AddAB inh	-1.4	-0.6	3.2	3.4	·	0.0	0.9	1.4
phage Ecoli inh	2.1	1.6	-0.8	0.3	2.3	2.5	1.4	5.0
HTR5A inv ag	-8	13	1	-24	-2	-14	0	4
SUMO Mot1 rescue	-7	3	-5	-3	-1	2	-16	8
PKA-R1A act	8	5	1	-7	6	-2	-2	2
HTR5A ag ctr	3	-1	0	8	3	5	0	-2
PfHsp90 set2	·	-2	0	-16	-22	·	-24	4
E coli growth	0.4	-2.2	-0.7	0.9	·	-0.1	0.4	0.9
OPRM1-OPRD1 inv	9	-1	7	6	-5	12	13	-13
MOR-DOR ag	-1.7	0.2	-1.4	-0.9	1.0	-2.4	-2.5	2.5
DSG3 Ab inh	108	108	·	·	92	90	94	100

(33) Cc1nnc(SCC(=O)NNC(=O)c2ccco2)s1
(34) Cc1ccc(CNS(=O)(=O)c2ccccc2[N+](=O)[O-])cc1
(35) Cc1ccc([C@@H]2CC=C(C(=O)O)[C@H](c3ccc(Cl)cc3)N2S(=O)(=O)c2ccccc2C)cc1
(36) CC(OC(=O)/C(C#N)=C/c1ccc(N(C)C)cc1)C(=O)N(C)Cc1ccccc1 (stereo not given)
(37) O=C(NC(=S)NCC1CCCO1)c1ccccc1 (stereo not given)
(38) Cc1cc2ccccc2c(=O)n1CC(=O)N1CCN(c2cccc(Cl)c2)CC1
(39) N#C/C(=C\Nc1ccccc1SC(F)(F)F)c1nc(-c2ccc(Cl)cc2)cs1
(40) Cc1ccc2c(c1)c1n[nH]c(=S)nc1n2CCc1ccccc1

screen / no.	33	34	35	36	37	38	39	40
AddAB inh	-0.7	-0.5	3.7	-0.6	1.2	2.0	2.8	0.5
phage Ecoli inh	0.7	3.9	5.2	3.2	1.5	0.2	3.2	0.4
HTR5A inv ag	17	-5	-3	9	20	16	-6	-12
SUMO Mot1 rescue	196	-8	255*	4	-2	157	312	166
PKA-R1A act	-10	0	-4	11	-5	-6	-11	4
HTR5A ag ctr	-1	2	1	3	0	-1	4	3
PfHsp90 set2	·	-34	3	15	-15	43	2	-1
E coli growth	-1.7	3.2	-2.9	0.4	-2.8	-1.8	-1.6	-0.3
OPRM1-OPRD1 inv	15	-2	14	12	0	7	3	18
MOR-DOR ag	-2.4	0.4	-3.1	-3.6	-0.1	-1.3	-0.5	-3.1
DSG3 Ab inh	·	99	108	125	94	101	100	92

(41) CC1CC(C)CN(C(=O)c2cccc(S(=O)(=O)Nc3cc(C(F)(F)F)ccc3Cl)c2)C1 (stereo not given)
(42) O=C(CN1C(=O)NC2(CCCC2)C1=O)NNC(=O)c1ccccc1F
(43) CCCCN1CC(=O)N2[C@H]3c4cc(OC)ccc4OC[C@@H]3[C@H](C(=O)OCC)[C@]2(C)C1=O
(44) Cc1ccc(S(=O)(=O)N(CC(=O)N2CCCCCC2)c2ccccc2)cc1
(45) CC(C)(Oc1ccc(Cl)cc1)C(=O)NCCN1C(=O)S/C(=C/c2cccnc2)C1=O
(46) CCN(CC)CCn1c2c(c(SCC(=O)Nc3cccc(C(C)=O)c3)nc1=O)CCCC2
(47) Cc1cc(C(=O)Nc2sc(C)c(C)c2C#N)no1
(48) Cc1ccc(C2(C)NC(=O)N(CC(=O)N(C)CC(=O)Nc3cccc4ccccc34)C2=O)cc1 (stereo not given)
(49) CCc1cccc(OCCN2CCCC2)c1
(50) COc1cccc(C(=O)N(CN2CCCC2=O)c2cccc(Cl)c2)c1OC
(51) O=C(CC1C(=O)NCCN1Cc1ccc(-c2ccccc2)cc1)NCC1CC1 (stereo not given)

screen / no.	41	42	43	44	45	46	47	48	49	50	51
AddAB inh	2.0	2.4	1.2	1.0	1.4	·	2.2	-1.5	-0.2	-0.3	-0.2
phage Ecoli inh	3.3	-1.1	1.4	1.6	4.1	4.5	2.6	2.7	5.4	2.0	4.7
HTR5A inv ag	7	-21	9	-2	-2	-38	-11	6	-8	-2	0
SUMO Mot1 rescue	15	11	8	-8	14	·	29	61	10	9	-6
PKA-R1A act	7	1	-3	-10	-23	-14	-6	-12	1	-8	-1
HTR5A ag ctr	-3	8	0	-4	1	1	4	-2	3	-3	4
PfHsp90 set2	0	-33	-18	·	34	9	-5	13	-16	9	8
E coli growth	1.2	0.7	0.6	2.9	-0.8	·	-1.3	1.0	0.1	-0.3	-0.7
OPRM1-OPRD1 inv	-4	-10	14	1	11	-7	-8	-5	4	15	8
MOR-DOR ag	0.6	2.3	-2.3	-0.2	-2.0	1.1	1.5	0.7	-0.7	-3.2	-1.3
DSG3 Ab inh	104	·	106	97	·	98	103	93	103	97	86
